Screening results from PubChem BioAssay.
M4 PAM – potentiates acetylcholine response at human M4 receptor. 360,000 compounds, 0.4% hits. CHO-K1 hM4/Gqi5, Fluo-8 calcium fluorescence, ACh EC20; 0% = ACh EC20, 100% = maximal ACh. activation, % at 3 µM;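 active means activation above its plate's cutoff, the mean activation of sample wells plus 3 SD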; further: some results filed as inactive read as strong as hits
CRFR2-BP antag – CRF-BP/CRF-R2 complex antagonism. AID 588475. HEK293 CRF-R2/CRF-BP, CRF-induced calcium fluorescence. inhibition, % at 11.8 µM. 350,000 compounds, 0.59% hits;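 active means inhibition of the ligand-induced calcium signal above about 50% at the single tested concentration, limit read from the data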
CHRM5 antagonist – antagonists of human muscarinic M5 receptor (CHRM5); CHO-hM5 cells, Fluo-8 calcium fluorescence, ACh EC80; inhibition, % at 3 µM; 360,000 compounds, 0.59% hits;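 active means inhibition above a per-plate cutoff, the mean of that plate's test compounds plus 3 SD, cut at about 27% in these data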;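 further: 0% = acetylcholine EC80 with DMSO and 100% = DMSO without agonist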
CHRM4 agonist – agonists of human muscarinic M4 receptor (CHRM4); P08173; activation, % at 3 µM; 360,000 compounds, 0.14% hits; CHO-K1 hM4/Gqi5, Fluo-8 calcium fluorescence; vehicle 0%, full acetylcholine response 100%; AID 624127;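 active means activation above the run mean over all test wells plus 3 SD, cut at about 32% in these data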;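 further: peak over basal fluorescence ratio per well then scaled between controls; 0% = DMSO wells and 100% = acetylcholine at EC100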
M5 ag – agonists of human muscarinic M5 receptor (CHRM5). CHO-K1 hM5 cells, Fluo-8 calcium fluorescence; 0% DMSO wells, 100% maximal acetylcholine response. activation, % at 3 µM. 360,000 compounds, 0.19% hits. AID 624037;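 active means activation above the run's mean over test compounds plus 3 SD, cut at about 23% in these data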;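 further: signal is peak over basal fluorescence ratio across the kinetic read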
M4 antag – antagonists of human muscarinic M4 receptor (CHRM4); P08173; CHO-hM4 cells, ACh EC80, Fluo-8 calcium fluorescence; inhibition, % at 3 µM; 360,000 compounds, 0.73% hits; AID 624125;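 active means inhibition above its plate's cutoff, the mean inhibition of sample wells plus 3 SD, cut at about 27% in these data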;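 further: 0% = acetylcholine EC80 with DMSO and 100% = DMSO without agonist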
M5 PAM – positive allosteric modulators of human muscarinic M5 receptor; activation, % at 3 µM; AID 624038; 360,000 compounds, 0.3% hits; P08912; CHO-K1 hM5, Fluo-8 calcium, ACh EC20 PAM; 0% = ACh EC20, 100% = ACh EC100;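 active means activation above the run cutoff, the mean activation of all test compounds plus 3 SD, cut at about 18% in these data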
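System: CHO-K1 hM5 cells. Reagent: acetylcholine, EC20 level. Compound dosing: single dose, 3 µM nominal final test concentration. Timing: Post-acetylcholine fluorescence recording 140 s. Detection: Fluo-8 calcium fluorescence. Read-out: % activation, ACh-normalized. Benchmarks: ACh EC20 and EC100 wells. Repeats: singlicate, one well per test compound.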
IDE inh – inhibitors of human insulin-degrading enzyme in cells. AID 434962. HEK cells, FAbetaB cleavage, fluorescence polarization. inhibition, % at 5.59 µM. P14735. 320,000 compounds, 0.41% hits;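 active means percent inhibition above the average of all tested compounds plus 3 SD, set per screening campaign, cut at about 16% in these data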;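 further: IDE supplied by intact live HEK cells; FP after avidin binding of uncleaved biotin substrate so inhibition keeps polarization high; 0% = DMSO wells and 100% = 60 µM reference IDE inhibitor Ii1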
Target sequence (P14735 whole entry, looked up): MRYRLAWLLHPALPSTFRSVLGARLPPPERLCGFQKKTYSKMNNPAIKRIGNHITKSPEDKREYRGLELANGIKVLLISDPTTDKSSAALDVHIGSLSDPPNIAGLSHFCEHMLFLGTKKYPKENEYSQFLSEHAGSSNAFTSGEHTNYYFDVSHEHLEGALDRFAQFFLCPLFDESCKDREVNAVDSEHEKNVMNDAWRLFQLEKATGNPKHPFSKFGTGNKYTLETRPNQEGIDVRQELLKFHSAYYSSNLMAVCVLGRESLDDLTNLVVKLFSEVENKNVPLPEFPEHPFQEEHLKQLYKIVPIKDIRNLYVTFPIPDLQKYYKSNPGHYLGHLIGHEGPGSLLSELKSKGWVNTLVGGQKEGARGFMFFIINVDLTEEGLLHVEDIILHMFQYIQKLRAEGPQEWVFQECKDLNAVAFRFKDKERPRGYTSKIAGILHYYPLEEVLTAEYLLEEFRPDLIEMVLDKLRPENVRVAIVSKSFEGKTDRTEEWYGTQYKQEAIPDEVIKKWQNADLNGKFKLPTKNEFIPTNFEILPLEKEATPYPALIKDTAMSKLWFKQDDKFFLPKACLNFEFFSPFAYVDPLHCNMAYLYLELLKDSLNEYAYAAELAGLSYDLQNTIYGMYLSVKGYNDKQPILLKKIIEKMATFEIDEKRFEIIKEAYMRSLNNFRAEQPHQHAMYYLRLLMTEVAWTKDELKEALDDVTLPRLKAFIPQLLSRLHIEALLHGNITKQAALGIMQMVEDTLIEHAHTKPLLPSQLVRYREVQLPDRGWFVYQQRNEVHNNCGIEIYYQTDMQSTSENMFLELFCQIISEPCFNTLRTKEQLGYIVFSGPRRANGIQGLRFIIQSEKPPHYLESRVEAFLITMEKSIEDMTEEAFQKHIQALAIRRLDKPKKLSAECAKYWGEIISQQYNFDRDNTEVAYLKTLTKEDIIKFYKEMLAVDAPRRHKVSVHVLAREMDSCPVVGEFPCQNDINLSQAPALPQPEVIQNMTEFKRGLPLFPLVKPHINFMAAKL
CRFR2-BP ag – agonists of human CRF-binding protein/CRF-R2 receptor complex | HEK293 CRF-R2/CRF-BP, calcium dye fluorescence (FLIPR); percent of saturating CRF peptide response | activation, % at 13.2 µM | 350,000 compounds, 0.46% hits | AID 588473;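 active means activation of at least 50%, plus an integration ratio under a set limit after plate pattern correction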;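 further: plate controls were neutral control wells without compound for no effect and CRF at EC100 for full effect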
Numbers without * were called inactive; . = not tested or not shown.

SMILES	M4 PAM	CRFR2-BP antag	CHRM5 antagonist	CHRM4 agonist	M5 ag	M4 antag	M5 PAM	IDE inh	CRFR2-BP ag
O=C(NCCc1ccc(Cl)cc1)C1CCN(S(=O)(=O)N2CCCCC2)CC1	-18	8	4	8	4	6	-13	2	-0.7
COc1ccc(NS(=O)(=O)c2cc(NC(=O)CC(C)(C)C)ccc2N2CCCC2)cc1	4	-14	-6	0	-4	2	6	7	-0.7
O=C(CCCc1ccccc1)NCCc1ccc(F)cc1	-2	-1	7	0	-1	3	2	7	-1.1
CN(CC(=O)Nc1ccc(N2CCOCC2)cc1)C(=O)C1CCCC1	13	-70	-5	2	-7	-8	-6	-3	15
CCN(CC(=O)NC1CC1)S(=O)(=O)c1ccc(C)cc1	4	-6	-8	1	-5	-7	-1	2	-0.5
COc1ccc(OC)c(S(=O)(=O)Nc2cccc(O)c2)c1	-5	4	9	2	-5	-5	-6	1	1.1
S=C(NCc1ccco1)N1CCN(Cc2ccco2)CC1	17	10	-6	1	-1	-6	0	6	-2.2
COc1ccc(-n2c(C)cc(C=O)c2C)cc1Cl	-1	-6	-12	0	-5	-15	6	-1	0.0
O=C(Nc1cccc2ccccc12)N1CCN(Cc2ccc3c(c2)OCO3)CC1	4	-30	-2	4	-1	-3	-6	2	7.6
Cc1cc(N(C)C)cc(C)c1N=Nc1cc[n+]([O-])cc1	4	3	0	-1	-2	-4	-3	.	-1.4
Cc1cc(=O)n2nc(N3CCCC3C(=O)NCc3ccccn3)sc2n1 (stereo unspecified)	-7	-4	7	0	-2	8	-5	-1	-0.4
CCN1CCN(Cc2cc(=O)oc3ccc(C)cc23)CC1	-2	-2	8	1	-11	8	-4	-1	-1.8
O=C(Nc1ccccc1F)n1ncc2cc(Cl)ccc21	1	8	11	2	-1	-1	-2	1	-2.5
Cc1ccc2c(c1)N(CC(=O)Nc1ncccc1C)C(=O)C(C(C)C)O2 (stereo unspecified)	6	-9	-5	1	-1	-4	4	5	-1.4
Nc1nc(N)c2sc3nc(C(F)(F)F)cc(C(F)(F)F)c3c2n1	0	-87	3	4	3	6	1	3	7.2
O=S(=O)(c1ccccc1)c1nc(-c2ccccc2)oc1N1CCOCC1	1	2	10	1	0	-3	-1	3	0.2
COc1ccc(NC(=O)CSc2nnc(CNC(=O)c3ccco3)o2)c(OC)c1	-3	0	5	0	0	0	-1	-1	0.1
O=C(CSc1ccc2ccccc2c1)NCCCN1CCCC1=O	-1	7	1	1	-1	2	0	4	-1.4
CCOC(=O)/C=C/C(=O)OCC(=O)Nc1c(Cl)cccc1Cl	3	-2	7	0	0	4	-1	1	0.3
CC(O)(c1cccnc1)c1nc(-c2cccc(C(F)(F)F)c2)cs1 (stereo unspecified)	2	.	13	5	2	6	-8	.	.
Cc1noc(C)c1CSCC(=O)N(CCC(C)C)c1c(N)n(Cc2ccccc2)c(=O)[nH]c1=O	1	9	6	0	-2	4	2	9	-0.4
Cc1ccc(C(=O)NCC#N)cc1	5	-5	9	1	-2	0	-5	1	0.9
c1ccc2nc(N3CCOCC3)c(N3CCOCC3)nc2c1	1	3	2	2	-2	3	2	-4	0.1
CCCCN(CC)CCNC(=O)c1cc2c(-c3ccccc3F)nn(C)c2s1	2	2	-3	3	-6	-13	5	-3	1.0
CCN(CC(=O)NCc1cccs1)C(=O)c1cccc(S(=O)(=O)NCc2ccccc2)c1	-1	-8	2	1	0	4	7	-13	-1.3
c1ccc(Cn2ncc3c(NCc4ccco4)ncnc32)cc1	3	-18	-10	0	4	-6	6	18*	-0.6
CC1CCCC(C)N1C(=O)CSc1nc(N)c(-c2ccccc2)c(=O)[nH]1 (stereo unspecified)	3	-7	-5	1	0	-1	6	3	-0.9
CN(C(=O)c1ccncc1)C1CCCN(Cc2ccccc2F)C1 (stereo unspecified)	2	5	2	0	0	-4	9	2	-1.9
Cc1onc(-c2ccccc2)c1C(=O)Nc1nc(-c2ccc(F)c(F)c2)cs1	1	-27	-4	0	1	6	11	2	0.1
CC(C)n1nnnc1SCC(=O)Nc1ccccc1F	-3	6	7	-1	-2	8	3	3	-1.7
Clc1ccccc1Cn1nnc2ccccc21	2	6	3	1	-5	-6	-2	5	-1.3
O=C(Nc1ccc2ccccc2c1[N+](=O)[O-])c1ccccc1	1	-20	5	4	7	-14	4	.	1.4
COc1ccc(C(=O)N2CCOC2CNC(=O)C(=O)NCc2ccco2)cc1 (stereo unspecified)	8	2	6	2	3	-7	3	2	-0.5
Cc1ccc(C)c(NC(=O)Cn2cnc3c(oc4ccccc43)c2=O)c1	1	52*	15	1	-1	2	-3	-4	-4.3
Cc1cccc(NC(=O)C2CCN(S(=O)(=O)c3ccc4c(c3)NC(=O)CO4)CC2)c1	-1	-2	7	3	-5	-1	-3	4	-1.4
COc1ccc(NC(=O)N(C2CCCCC2)C(C)c2cccnc2)c(OC)c1 (stereo unspecified)	4	-12	0	0	-3	11	-1	4	2.1

Printed as active in CRFR2-BP antag, among the entries above:
Molecule	M4 PAM	CRFR2-BP antag	CHRM5 antagonist	CHRM4 agonist	M5 ag	M4 antag	IDE inh	CRFR2-BP ag
Cc1ccc(C)c(NC(=O)Cn2cnc3c(oc4ccccc43)c2=O)c1	1	52*	15	1	-1	2	-4	-4.3

More entries follow:
SMILES	M4 PAM	CRFR2-BP antag	CHRM5 antagonist	CHRM4 agonist	M5 ag	M4 antag	M5 PAM	IDE inh	CRFR2-BP ag
CSc1nc2ncc(-c3ccsc3)c(N)n2n1	4	-7	13	1	-4	-2	-11	0	-0.6
COC(=O)[C@@]12C[C@@H](CC(=O)N3CCN(C(=O)C4CC4)CC3)C(=O)N(Cc3ccccc3)C1=CCC(C)(C)C2	-1	.	2	2	1	-6	-4	.	.
O=C(COc1cc(O)c2c(=O)cc(-c3ccccc3)oc2c1)c1ccc(F)cc1	6	-21	4	0	2	-5	3	8	0.5
O=C1Oc2ccccc2C(=O)/C1=C/c1ccccc1O	2	-21	7	.	0	10	-1	4	0.5
Cc1cnc(C(=O)OC(C)C(=O)Nc2ccc(Oc3ccccc3)cc2)cn1 (stereo unspecified)	-2	4	7	5	4	11	-9	4	0.5
CN1CCN(S(=O)(=O)c2cccc(C#N)c2)C(c2ccccc2)C1 (stereo unspecified)	10	-2	-5	1	-5	-21	4	.	2.0
O=C(NC1CCS(=O)(=O)C1)c1cccc(S(=O)(=O)N2CCOCC2)c1 (stereo unspecified)	3	-28	0	0	-1	-6	2	4	-0.3
Cc1cc(C)cc(NC(=O)c2cc(C)nc3ccccc23)c1	8	19	7	-1	1	-13	2	3	1.9
O=C(NC(=S)Nc1cccc([N+](=O)[O-])c1)C1CCCC1	-5	-6	12	0	-5	8	-6	-7	-0.4
CCCCC(Sc1nc(N)c(NC(=O)c2ccc(OCC)cc2)c(=O)[nH]1)C(=O)O (stereo unspecified)	-2	12	-4	0	1	3	4	7	-0.7
COc1ccc(C2OC3=C(Nc4cc(C)c(C)cc4N3)C2=O)cc1 (stereo unspecified)	-6	-4	-3	1	-2	-4	2	-6	0.7
CCCCn1c(N)c(N(CCOC)C(=O)c2ccc(Cl)c(S(=O)(=O)N3CCCCC3)c2)c(=O)[nH]c1=O	8	-31	-4	0	-1	-5	5	1	2.5
CC(=O)c1ccc(N2CCN(C(=O)c3cn(Cc4ccccc4)nc3-c3cccnc3)CC2)c(F)c1	-2	1	1	8	2	2	-5	-5	0.7
O=C(NC(=S)Nc1ccccc1N1CCOCC1)c1cccc([N+](=O)[O-])c1	3	-20	-11	3	3	-4	8	10	-1.4
CCN(CC)S(=O)(=O)c1ccc(-c2nnc(SCC(=O)N3CCOCC3)o2)cc1	5	-10	2	1	2	-3	-3	-4	0.1
O=C(COC(=O)Cn1cnc2ccccc21)NCCC1=CCCCC1	-5	10	-4	0	-6	4	-2	-3	3.3
O=C(Nc1ccc(Cc2ccc(NC(=O)Nc3cccnc3)cc2)cc1)Nc1cccnc1	1	-16	-1	0	1	1	-1	.	-3.1
CC(C)c1cc(C(=O)NC2CCCCC2)no1	-3	13	4	3	1	12	-8	0	-3.2
COc1cccc(N2CCN(C(=O)C3CCN(C(=O)Nc4ccccc4)CC3)CC2)c1	3	-5	12	0	0	-8	-5	.	-2.5
O=C(CNC(=S)N(CCCN1CCOCC1)Cc1cccs1)NC1CCCCCCC1	-3	-41	-3	2	-7	-4	1	-3	8.7
O=C(CCN1C(=O)c2ccncc2C1=O)Nc1cc(F)ccc1F	-2	-3	6	1	1	-9	4	-1	0.9
COc1ccc(CNC(=O)CCCn2nc(C)c3c(C)n(-c4ccc(C)cc4)nc3c2=O)cc1	0	2	-11	0	-8	-10	-4	-1	-1.0
COc1ccccc1-n1c(=O)[nH]c2c(C(N)=O)nc(CC(C)C)nc21	9	3	-3	3	3	-6	2	3	-1.1
COc1cc(/C=N/N2CCN(c3ccccc3)CC2)cc(OC)c1OC(C)=O	-6	-3	3	1	1	-5	5	5	-3.6

2 entries picked at random from the list so far, as already listed:
SMILES	M4 PAM	CRFR2-BP antag	CHRM5 antagonist	CHRM4 agonist	M5 ag	M4 antag	M5 PAM	IDE inh	CRFR2-BP ag
CCN(CC)S(=O)(=O)c1ccc(-c2nnc(SCC(=O)N3CCOCC3)o2)cc1	5	-10	2	1	2	-3	-3	-4	0.1
O=C(CCN1C(=O)c2ccncc2C1=O)Nc1cc(F)ccc1F	-2	-3	6	1	1	-9	4	-1	0.9

More structures
SMILES	M4 PAM	CRFR2-BP antag	CHRM5 antagonist	CHRM4 agonist	M5 ag	M4 antag	M5 PAM	IDE inh	CRFR2-BP ag
CCCN(CCC)c1nc2ccccc2n2c(C)nnc12	3	-18	2	-3	-2	-12	1	-4	-1.4
N[C@@H](CO)c1nnc([C@H](Cc2ccc(O)cc2)NC(=O)C2CCNCC2)o1	8	1	3	1	4	1	-1	-3	0.7
O=C1C2C3C=CC(C4CC34)C2C(=O)N1CCCCN1CCN(c2ccc(F)cc2)CC1 (stereo unspecified)	-16	6	-7	9	-12	0	-6	3	0.3
CN1CCN(C(=O)/C(=C/c2ccc(F)cc2)c2ccsc2)CC1	-16	-10	7	1	-15	15	-17	4	-0.4
O=C(CNC(=O)c1sc2ccccc2c1Cl)OCc1ccccc1	-2	14	-18	8	-3	-6	5	5	-1.0
Cc1ccc(S(=O)(=O)N(C)C)cc1NC(=O)C(C)N(C)Cc1sccc1C (stereo unspecified)	-15	-6	30*	6	-3	11	-11	2	-1.3
CCN(C(=O)Cc1nc(N)n[nH]1)C1(C(=O)Nc2ccccc2)CCCCC1	-3	-5	12	0	-1	3	2	0	1.4
CNC(=O)CSc1nnnn1-c1cc(C)ccc1C	-4	-6	-7	1	-2	-1	7	10	-0.8
C=CCNC(=O)CSc1nc2sc3c(c2c(=O)n1CCCOC)CCC3	-4	-20	-1	2	-1	-6	7	-1	-0.7
O=C(NCc1ccc(F)cc1)C(c1ccccc1)c1ccccc1	-6	25	11	-1	-2	7	-9	3	0.0
CCN(CC)CCNCc1cc(Cl)c(OCC(=O)Nc2ccccc2)c(OC)c1	-8	-8	10	3	-6	1	-1	8	-0.1
CC(=O)c1ccc2c3c(ccc([N+](=O)[O-])c13)CC2	-1	-9	8	2	0	-5	-2	.	17
Cc1ccccc1-n1c(C)nnc1SCC(=O)N1CCc2ccccc2C1	12	7	3	2	1	7	-3	5	-1.1
Cc1ccc(-n2c(O)c(C=NC3CCS(=O)(=O)C3)c3ccccc3c2=O)cc1 (stereo unspecified)	2	14	1	-1	4	-4	2	-5	-1.7
